RGS4-Gao reg: modulates binding of RGS4 to human Galphao; AID 1415; binding response (% of control), % at 10 µM; actives 0.33% (n = 220,000); P09471; Multiplexed bead flow cytometry; actives lie on both sides; in the data active = binding response below about 49% or above about 150%; inactive = in between;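 note: fluorescent Galphao activated with aluminum fluoride binding bead-coupled RGS4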
ABCB1 block: inhibitors of human ABCB1 transporter, ABCG2 counter-screen. inhibition, % at 6.6 µM. actives 0.067% (n = 190,000). P08183. CCRF-Adr cells, JC-1 efflux, flow cytometry; in the data active = inhibition above about 40%;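 note: 0% = vehicle and 100% = reference inhibitor; higher value means more JC-1 retained so stronger ABCB1 efflux block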
Bim-Bfl-1: disrupts Bim binding to human Bfl-1 | Q16548 | Bead-based flow cytometry, Bim-Bfl-1 binding inhibition | inhibition, % at 10 µM | actives 0.12% (n = 190,000);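 note: 0% = wells without compound plus tracer and 100% = blocker peptide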
RGS8-Gao: regulators of human RGS8-Galphao interaction; actives 0.34% (n = 220,000); P09471; multiplexed bead flow cytometry, RGS8-Galphao binding; actives lie on both sides; response (percent of control binding), % at 10 µM; in the data active = response below about 60% or above about 140%; inactive = in between;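 note: Galphao activated as the GDP aluminium fluoride complex binding bead-coupled RGS8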
GSH fluor: compound fluoresces at 488/530 nm on GSH beads | GSH beads flow cytometry, compound fluorescence 488/530 nm; hits give high values | fluorescence (KMESF) at 10 µM | actives 0.25% (n = 190,000); in the data active = fluorescence above about 89;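 note: glutathione beads carrying GST-tagged Bcl family fusion proteins plus one bare bead set; values are compound well signal with DMSO vehicle wells as background; inactives centre near 16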
Bim-Bcl-B: human Bim-Bcl-B interaction inhibition. Q9HD36. bead-based flow cytometry, Bim peptide-Bcl-B binding. inhibition, % at 10 µM. actives 0.073% (n = 190,000). AID 951;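 note: 0% = tracer peptide without compound and 100% = reference inhibitor peptide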
RGS7-Gao: regulators of human RGS7-Galphao interaction; P09471; Multiplexed bead flow cytometry, RGS7-Galphao binding; actives lie on both sides; binding response (% of control), % at 10 µM; actives 0.35% (n = 220,000); in the data active = binding response below about 49% or above about 150%; inconclusive = no clear call, values can overlap the other calls; inactive = in between;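 note: fluorescent Galphao held in activated GDP-AlF4 state binding bead-coupled RGS7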
ABCG2 block: inhibitors of human ABCG2 transporter, ABCB1 counter-screen; inhibition, % at 6.6 µM; IgMXP3 cells, JC-1 efflux, flow cytometry; actives 0.1% (n = 190,000); Q9UNQ0; AID 1325;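 active = inhibition above 80%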;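 note: 0% = DMSO and 100% = nicardipine control wells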
Target sequence (Q9UNQ0 whole entry, looked up): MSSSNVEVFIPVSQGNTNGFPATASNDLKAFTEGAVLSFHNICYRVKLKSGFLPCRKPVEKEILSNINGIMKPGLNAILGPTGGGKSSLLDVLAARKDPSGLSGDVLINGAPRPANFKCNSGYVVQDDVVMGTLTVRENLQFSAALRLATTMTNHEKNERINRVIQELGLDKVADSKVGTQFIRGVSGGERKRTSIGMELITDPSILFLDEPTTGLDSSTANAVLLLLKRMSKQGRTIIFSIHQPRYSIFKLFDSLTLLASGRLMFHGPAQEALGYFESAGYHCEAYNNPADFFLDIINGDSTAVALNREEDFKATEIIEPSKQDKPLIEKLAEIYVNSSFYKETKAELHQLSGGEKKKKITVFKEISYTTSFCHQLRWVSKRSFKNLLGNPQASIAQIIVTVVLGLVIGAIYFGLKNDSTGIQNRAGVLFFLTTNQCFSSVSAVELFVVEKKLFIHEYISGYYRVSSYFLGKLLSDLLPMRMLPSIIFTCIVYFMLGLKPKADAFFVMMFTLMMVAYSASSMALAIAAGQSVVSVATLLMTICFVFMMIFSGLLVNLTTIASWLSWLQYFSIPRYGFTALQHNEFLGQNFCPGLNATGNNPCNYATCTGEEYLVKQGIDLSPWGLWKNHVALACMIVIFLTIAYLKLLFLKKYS
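Assay system – ABCG2 IgMXP3 and barcoded ABCB1 CCRF-Adr cell mix · Input – 3 million cells/mL in well · Reagent – JC-1 fluorescent substrate · Compound – single test compound dose, 6.6 µM final · Timing – 10 min exposure at 25 °C with rotation, no wash · Detection – flow cytometry of retained JC-1 fluorescence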
Bcl-2 Bim block: human Bim-Bcl-2 interaction inhibition; P10415; Bead-based flow cytometry, Bim peptide-Bcl-2 binding; inhibition, % at 10 µM; actives 0.06% (n = 190,000); AID 950; in the data active = inhibition above about 40%; inconclusive = no clear call, values can overlap the other calls;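 note: 0% = no compound wells with probe peptide and 100% = reference peptide inhibitor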
Target sequence (P10415 whole entry, looked up): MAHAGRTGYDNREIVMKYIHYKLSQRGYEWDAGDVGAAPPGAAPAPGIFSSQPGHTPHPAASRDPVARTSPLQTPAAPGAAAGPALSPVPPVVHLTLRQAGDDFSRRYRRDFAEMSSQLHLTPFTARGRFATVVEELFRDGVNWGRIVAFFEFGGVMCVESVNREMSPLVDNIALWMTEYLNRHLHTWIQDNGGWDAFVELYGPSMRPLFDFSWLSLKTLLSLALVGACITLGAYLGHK
Bcl-W Bim block: inhibitors of Bim-Bcl-W interaction, human; Q92843; actives 0.02% (n = 190,000); bead-based flow cytometry, Bim peptide-Bcl-W binding; inhibition, % at 10 µM;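 note: 0% = bound tracer without compound and 100% = peptide blocker; higher means less fluorescent Bim peptide bound to Bcl-W beads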
Target sequence (Q92843 whole entry, looked up): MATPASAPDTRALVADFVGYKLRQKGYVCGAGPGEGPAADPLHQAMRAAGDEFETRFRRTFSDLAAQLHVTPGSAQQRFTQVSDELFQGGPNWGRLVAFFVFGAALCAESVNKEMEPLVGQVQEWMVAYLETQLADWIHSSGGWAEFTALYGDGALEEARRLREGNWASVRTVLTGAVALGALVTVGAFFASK
Bim-Bcl-XL: inhibitors of Bim-Bcl-XL interaction, human; Q07817; Bim peptide-Bcl-XL binding, bead flow cytometry, fluorescence; inhibition, % at 10 µM; actives 0.04% (n = 190,000); AID 1007
The depositor's hits bear a star; ? = inconclusive; / = no result given. Cut-off read from the data, not from the text of the source, unless noted: active = inhibition above about 40%.

SMILES | RGS4-Gao reg | ABCB1 block | Bim-Bfl-1 | RGS8-Gao | GSH fluor | Bim-Bcl-B | RGS7-Gao | ABCG2 block | Bcl-2 Bim block | Bcl-W Bim block | Bim-Bcl-XL
CCc1ccc(NC(=S)NCC2CCCN2CC)cc1 (configuration not stated) | 102 | -0.3 | 8 | 103 | 10 | 2 | 101 | -1 | 10 | -1 | -4
O=c1[nH][nH]cc1C=NCc1cccnc1 | 100 | -0.1 | -5 | 103 | 9 | -5 | ? | -1 | -3 | 1 | -3
CC(C)(C)C(=O)Nc1cccc(C(=O)c2cccc(NC(=O)C(C)(C)C)c2)c1 | 100 | 0.8 | -8 | 101 | 11 | -11 | 98 | 14 | -11 | 0 | -1
C=CCn1c(SCc2nc3ccccc3[nH]2)nnc1-c1ccc(OC)cc1 | 100 | 0.5 | -1 | 100 | 17 | -1 | 99 | 2 | -4 | -1 | -1
Nc1nc2n(n1)C(c1cccs1)CC(c1ccccc1)N2 (configuration not stated) | 79 | -2.6 | -9 | 85 | 34 | -7 | 85 | -2 | -6 | 0 | -9
O=C(CN(Cc1ccc2c(c1)OCO2)C(=O)CSc1nc2ccccc2o1)NC1CCCCC1 | 101 | 0.8 | 7 | 100 | 11 | 18 | 100 | 5 | 19 | -4 | -2
COc1cccc(NC(=O)CN(C)C(C)C(=O)Nc2ccc(S(=O)(=O)N3CCCC3)cc2)c1 (configuration not stated) | 100 | 0.6 | -5 | 101 | 18 | -4 | ? | 6 | -3 | 0 | -3
Cc1ccc(C(c2nnnn2C(C)(C)C)N2CCN(C3CCCC3)CC2)cc1 (configuration not stated) | 101 | 0.2 | -14 | 104 | 14 | -9 | 95 | -1 | -10 | -2 | -3
COc1ccc(NC2CS(=O)(=O)CC2OC(=O)c2ccc(F)cc2)cc1 (configuration not stated) | 103 | 0.8 | -11 | 101 | 55 | -7 | 102 | 3 | -8 | 0 | -13
C[N+]1(CC(=O)OCCCc2ccccc2)CCOCC1 | 101 | 0.1 | 0 | 100 | 21 | 0 | 99 | 0 | -3 | 1 | 0

Retrieved by compound from the list above, 4 records:
SMILES | RGS4-Gao reg | ABCB1 block | Bim-Bfl-1 | RGS8-Gao | GSH fluor | Bim-Bcl-B | RGS7-Gao | ABCG2 block | Bcl-2 Bim block | Bcl-W Bim block | Bim-Bcl-XL
O=c1[nH][nH]cc1C=NCc1cccnc1 | 100 | -0.1 | -5 | 103 | 9 | -5 | ? | -1 | -3 | 1 | -3
CC(C)(C)C(=O)Nc1cccc(C(=O)c2cccc(NC(=O)C(C)(C)C)c2)c1 | 100 | 0.8 | -8 | 101 | 11 | -11 | 98 | 14 | -11 | 0 | -1
C[N+]1(CC(=O)OCCCc2ccccc2)CCOCC1 | 101 | 0.1 | 0 | 100 | 21 | 0 | 99 | 0 | -3 | 1 | 0
COc1ccc(NC2CS(=O)(=O)CC2OC(=O)c2ccc(F)cc2)cc1 (configuration not stated) | 103 | 0.8 | -11 | 101 | 55 | -7 | 102 | 3 | -8 | 0 | -13

(further entries)
SMILES | RGS4-Gao reg | ABCB1 block | Bim-Bfl-1 | RGS8-Gao | GSH fluor | Bim-Bcl-B | RGS7-Gao | ABCG2 block | Bcl-2 Bim block | Bcl-W Bim block | Bim-Bcl-XL
CC(C)NC(=O)/C(C#N)=C\c1ccc(N(C)C)o1 | 92 | 0.3 | 3 | 84 | 13 | 0 | 105 | 5 | -2 | -2 | -4
Cc1oc(-c2ccccc2)cc1C(=O)Nc1cccc(/C=C/C(=O)O)c1 | 96 | 0.0 | -6 | 95 | 9 | -5 | 86 | 0 | 0 | 0 | -5
Cc1nn(-c2ncc(C(F)(F)F)cc2Cl)c(=O)n1-c1ccccc1F | 84 | 0.4 | -1 | 95 | 16 | 0 | 85 | 3 | 0 | 0 | 0
Cc1ccc(CNC(=O)CCNC(=O)Cn2ccc3ccccc3c2=O)o1 | 93 | 0.3 | -14 | 99 | 12 | -12 | 94 | 3 | -11 | 0 | -6
CCOc1ccc(C(=O)NCc2ccco2)cc1 | 102 | 0.3 | -8 | 103 | 8 | -5 | 103 | 2 | -9 | 0 | -4
Cn1c(=O)n(C)c2cc(S(=O)(=O)NCc3ccccc3)ccc21 | 101 | 0.1 | -10 | 101 | 24 | -4 | 99 | 3 | -8 | 0 | -3
Cc1nc2cc(NC(=O)Nc3ccc(Br)cc3)ccc2o1 | 99 | -0.6 | -3 | 99 | 20 | -1 | 98 | 1 | -1 | 0 | -2
CCOC(=O)c1sc(NC(=O)c2cccc(S(=O)(=O)N3CCN(C)CC3)c2)cc1C | 111 | 1.1 | -11 | 107 | 47 | -5 | 105 | 4 | -6 | 3 | 1
O=C(NNC(=O)c1cccnc1)NC1CCCCC1 | 103 | 0.1 | 0 | 99 | 12 | -5 | 102 | -1 | 3 | -1 | -2
CCN1CCc2c(OCC(=O)N3N=C(c4cccs4)CC3c3ccc(F)cc3)cccc2C1=O (configuration not stated) | 101 | 22 | -2 | 103 | 11 | -8 | 102 | 21 | -9 | -4 | -8
Cc1ccc(C(c2nnnn2C2CCCCC2)N2CCN3CCCC3C2)cc1 (configuration not stated) | 103 | 0.1 | -1 | 104 | 18 | 0 | 98 | 0 | 0 | -2 | -1
CN(C)S(=O)(=O)c1cccc(COC(=O)c2ccc3c(c2)OCO3)c1 | 86 | 1.2 | 2 | 85 | 8 | -1 | 88 | 6 | 0 | -2 | -1
O=C(/C=C/Sc1ccccc1)c1ccccc1 | 106 | 0.3 | 0 | 105 | 11 | 0 | 103 | 3 | 0 | 0 | 2
COC(=O)c1c(C(=O)OC)c(-c2ccc(C)cc2)n2c1CCC2 | 99 | 5.5 | -2 | 108 | 36 | 0 | 100 | 55 | -1 | -2 | -12
CCOc1cc(/C=N/NC(=O)Cn2nc([N+](=O)[O-])cc2C)cc(Br)c1OCc1ccccc1F | 101 | -0.8 | -18 | 100 | 34 | -6 | 100 | 38 | -7 | 0 | -2
CCCCN(C)C(=O)c1cc2cc3ccc(OC)cc3nc2s1 | 97 | 0.7 | -19 | 99 | 23 | -6 | 100 | 50 | -12 | -1 | -6
Clc1ccccc1/C=N/c1cc(-c2ccccc2)nn1-c1ccccc1 | 99 | -0.1 | 0 | 99 | 8 | -3 | 100 | 1 | 1 | 0 | 0
O=[N+]([O-])c1ccccc1S(=O)(=O)N1CCN(Cc2cc3c(cc2O)OCO3)CC1 | 102 | -0.7 | -5 | 101 | 12 | -3 | ? | -2 | -2 | 1 | -3
Fc1ccc(C(c2nnnn2C2CCCC2)N2CCN(Cc3ccccc3)CC2)cc1 (configuration not stated) | 100 | 2.1 | -15 | 99 | 19 | -11 | 100 | 1 | -8 | 0 | -7
COc1cccc(OC)c1CN1CCCC(C(=O)c2ccccc2SC)C1 (configuration not stated) | 99 | 0.3 | -7 | 100 | 16 | -5 | 101 | 0 | -1 | -1 | -4
CN=C1SC(CC(=O)Nc2ccc(C(=O)O)cc2)C(=O)N1C (configuration not stated) | 91 | 0.1 | -9 | 97 | 33 | -5 | 89 | 0 | -5 | 0 | -14
Cc1ccsc1CNn1cnnc1SCc1ccc(Cl)cc1 | 98 | -0.1 | / | 111 | 26 | / | 104 | 1 | ? | / | /
CCOC(=O)c1ccc(COC(=O)c2ccc3c(c2)-c2ccccc2C3=O)cc1 | 102 | 0.8 | 4 | 102 | 21 | -5 | 99 | 3 | 1 | 4 | 2
O=C(Cc1ccc(Cl)cc1Cl)OCC(=O)c1ccc[nH]1 | 97 | 0.5 | -2 | 100 | 13 | -1 | 100 | 2 | -4 | -3 | -2
CN(C(N)=S)c1ccccc1 | 101 | 0.7 | -16 | 101 | 25 | -12 | 100 | -4 | -13 | -1 | -3
CC(=O)NCC(=O)NC(C(=O)Nc1ccc2c(c1)OCCO2)c1ccc(C)cc1 (configuration not stated) | 93 | 0.4 | -17 | 96 | 23 | -9 | 94 | 3 | -11 | -3 | -5
Cc1cc(Oc2ccc3ccccc3c2)nc(SCC(=O)c2ccccc2)n1 | 101 | 1.4 | -2 | 99 | 8 | -6 | 106 | 9 | -5 | -5 | -5
COc1cc(NC(=O)Cn2cnc3ccccc3c2=O)c(OC)cc1Cl | 103 | 0.4 | -3 | 100 | 15 | -3 | ? | 3 | -2 | -1 | 2
COc1ccc(N(C(=O)C(C)C)S(=O)(=O)c2ccc(Cl)cc2)cc1 | 97 | 1.5 | -3 | 101 | 11 | -3 | 102 | 3 | -4 | -3 | -2
COc1ccc(-c2nc3scc(-c4ccc(OC)c(OC)c4)c3c(=O)o2)cc1 | 98 | 1.4 | -4 | 101 | 27 | -13 | 96 | 13 | -5 | 4 | -5
N#C/C(=C(/O)CN1CCN(c2ccccc2F)CC1)c1nc(-c2ccccc2)cs1 | 86 | -0.3 | -2 | 97 | 14 | 3 | 96 | 0 | 0 | 2 | -3
CCOC(=O)C1CCN(C(=O)CN(c2ccc(OC)c(OC)c2)S(=O)(=O)c2ccccc2)CC1 | 99 | 0.7 | -15 | 101 | 30 | -10 | 98 | 1 | -13 | 0 | -2
COc1cc(SC)ccc1C(=O)OC1CCOC1=O (configuration not stated) | 100 | 0.1 | -3 | 96 | 30 | -3 | 107 | 1 | -2 | -2 | -7
COc1cc(N/C(=N/S(=O)(=O)c2ccccc2)c2ccccc2)ncn1 | / | 0.2 | -10 | / | 39 | -7 | / | 5 | -7 | 3 | 1
O=C(COc1ccc(Br)cc1Cl)NC1CCCCC1 | 105 | / | -2 | 103 | 12 | -3 | 104 | 11 | -3 | -2 | -4
Cc1cccc(CN2CCc3c(OCC(=O)NCc4ccco4)cccc3C2=O)c1 | 99 | 5.0 | -8 | 103 | 11 | -9 | 101 | 38 | -7 | -3 | -12
N#Cc1ccsc1NC(=O)COC(=O)c1ccc(NC(N)=O)cc1 | 102 | -0.1 | -6 | 100 | 18 | -3 | ? | -3 | -3 | -4 | 0
C/C(Cn1nnc2ccccc21)=N\NC(=O)c1cccc(Br)c1 | 90 | -0.3 | -12 | 96 | 17 | -16 | 94 | -3 | -23 | -6 | -10
Cc1ccc(Sc2cnn(-c3ccccc3)c(=O)c2Cl)cc1 | 100 | -0.1 | -7 | 99 | 27 | -5 | 101 | 29 | -11 | -4 | -5
Cc1cccc(N(CC(=O)NC(C)(C)C)C(=O)CS(=O)CC(=O)Nc2ccc3c(c2)OCO3)c1 (configuration not stated) | 101 | 0.6 | -8 | 107 | 28 | -1 | 102 | 1 | 0 | 0 | -4
CCCc1cc(=O)oc2cc(C)cc(OCc3nn[nH]n3)c12 | 101 | 0.1 | 0 | 102 | 13 | -1 | 100 | 1 | -1 | -1 | -1
O=C(Nc1ccc(N=Nc2ccccc2)cc1)c1ccc(Cl)cc1Cl | 87 | 0.2 | -8 | 95 | 15 | -6 | 99 | 1 | -3 | 0 | 0
Cc1ccccc1OCC(=O)Nc1ccccc1N1CCC(C)CC1 | 98 | 1.2 | -5 | 99 | 10 | -3 | 101 | 21 | -9 | -1 | -1
COc1cc(NC(=O)Cc2ccccc2)cc(OC)c1 | 100 | 0.3 | -12 | 103 | 9 | -9 | 96 | 4 | -11 | 0 | -4
Cc1nn(C)c(C)c1/C=C/C(=O)c1ccccc1 | 98 | -0.3 | -9 | 96 | 44 | -8 | 97 | 11 | -10 | 2 | -10
